Vif-APOBEC3F blk – blocks the Vif interaction with APOBEC3F; AID 602313; HeLa A3F-eYFP + Vif (tagged APOBEC3F with the HIV-1 protein that degrades it), YFP fluorescence increase; Potency, µM (top dose mostly 46.1 µM), without a hit: at the top dose activity, negative = active; 390,000 compounds, 0.2% hits; note: potency is the fitted concentration of half-maximal effect; % of control where 0% means no effect; nearly all actives have a fitted effect of over 65% in size
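Fluorescence increase (Ex 488/Em 500-530) after overnight compound treatment at 37 deg C flags inhibition of Vif-driven A3F-eYFP loss in stable HeLa A3F-eYFP/Vif cells seeded overnight beforehand.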
Glioma ERSR ind – ER stress response induction in glioma. 420,000 compounds, 0.02% hits. Potency, µM, inactives show at the top dose activation, actives largely listed as activators. U87-MG GRP78 promoter luciferase reporter, 16 h; note: potency is the fitted concentration of half-maximal effect; series mostly up to about 76 µM; % of control where 0% means no effect; nearly all actives have a fitted effect of over 35% in size
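Stably transfected U87-MG glioma cells carrying a GRP78-based luciferase sensor; 16 h compound incubation. Luminescence end-point read 10 min after Bright-Glo addition at room temperature.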
Vif-A3G inh – blocks the Vif interaction with human APOBEC3G; Potency, µM (top dose mostly 46.1 µM), for the others: top-dose activity, negative = active, actives largely listed as inhibitors; 410,000 compounds, 0.076% hits; HeLa A3G-eYFP + Vif (tagged APOBEC3G with the HIV-1 protein that degrades it), YFP fluorescence, overnight;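 note: potency is the fitted concentration of half-maximal effect; % is set by controls: 0 for no effect and ±100 for the full control effect; nearly all actives have a fitted effect of over 60% in size; hits raise eYFP signal because A3G escapes Vif-driven loss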
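Read-out is eYFP fluorescence (Ex 488/Em 500-530) from Vif-expressing HeLa A3G-eYFP cells; more signal means A3G escaped Vif-mediated degradation. Cells plated overnight, compound pinned in, incubated overnight at 37 deg C.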
12-LOX inh – inhibitors of human 12S-lipoxygenase ALOX12 | P18054 | purified 12hLO, xylenol orange hydroperoxide absorbance | Potency, µM (doses to about 108 µM), for inactives: at the highest dose activity change, negative = inhibition, most hits filed as inhibitors | 580,000 compounds, 1.1% hits; note: potency is the fitted concentration of half-maximal effect; % is set by controls: 0 for no effect and ±100 for the full control effect
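Purified human 12hLO at 150 nM in 25 mM Hepes, 0.01% Triton X-100, pH 7.0, preincubated 15 min at room temperature with compound. Reaction started with 40 uM arachidonic acid, 30 min at room temperature. Hydroperoxide measured by Fe-xylenol orange, 573/405 nm absorbance ratio.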
RGS4 inhibitor – inhibitors of human regulator of G protein signaling 4 | P49798 | 390,000 compounds, 0.039% hits | Transcreener GDP fluorescence polarization, RGS4-accelerated GTP hydrolysis | Potency, µM (doses to about 114 µM), for inactives: at the top dose activity change, negative = inhibition, actives largely listed as inhibitors; note: potency is the fitted concentration of half-maximal effect; % is set by controls: 0 for no effect and ±100 for the full control effect; nearly all actives have a fitted effect of over 75% in size; some results filed as inactive show a strong effect at the top dose
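MLSMR compounds (23 nl, pin-transferred) preincubated 10 min at room temperature with a 500nM (2x) first reagent, then RGS4 at 900nM (2x) plus Transcreener GDP mix added; fluorescence polarization (620/688 nm) read before and after 90 min at 30 °C.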
LDHA block – LDHA (human) enzyme inhibition | P00338 | purified LDHA, NADH/diaphorase-resazurin fluorescence; active compounds read low | activity change, % (values are at about 110 or 230 µM) | 480,000 compounds, 0.15% hits; in the data active = activity change below about -30%; inconclusive = mostly about -25% to -30%;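 note: plate controls were DMSO wells for no effect and wells without enzyme for full effect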
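Human LDH5 (2 nM) was incubated with 0.06 mM NADH and 0.2 mM pyruvate for 5 min at room temperature in Tris pH 7.4. Remaining NADH was coupled through diaphorase/resazurin, and resorufin fluorescence was read at 0 and 20 min.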
D2 antagonist – antagonists of human D2 dopamine receptor | inhibition, % at 10 µM | AID 485344 | HEK293 TREx D2 cells, calcium flux, dopamine EC80 | P14416 | 340,000 compounds, 2% hits; in the data active = inhibition above about 30%; note: 0% is about no effect
Target sequence (P14416 whole entry, looked up): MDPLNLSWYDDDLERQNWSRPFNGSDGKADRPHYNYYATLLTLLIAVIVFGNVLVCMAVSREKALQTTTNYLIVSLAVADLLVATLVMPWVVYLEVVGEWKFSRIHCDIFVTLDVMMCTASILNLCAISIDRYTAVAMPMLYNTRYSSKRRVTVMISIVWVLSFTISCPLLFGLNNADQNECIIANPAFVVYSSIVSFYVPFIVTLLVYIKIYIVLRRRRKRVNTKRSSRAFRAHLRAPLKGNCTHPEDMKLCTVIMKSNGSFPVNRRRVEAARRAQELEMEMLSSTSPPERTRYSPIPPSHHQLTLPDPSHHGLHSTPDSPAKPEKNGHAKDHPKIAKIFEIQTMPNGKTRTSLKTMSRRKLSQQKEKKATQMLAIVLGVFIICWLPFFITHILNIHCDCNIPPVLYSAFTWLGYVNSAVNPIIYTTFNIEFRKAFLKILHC
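Overnight-induced (tetracycline, 30 C) HEK293 T-REx cells carrying force-coupled D2 receive a no-wash calcium dye, then compound, then EC80 dopamine at 180 s; signals are read kinetically throughout.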
D2 ag – D2 dopamine receptor (human) agonism; HEK293 T-REx D2 cells, calcium flux agonist mode; 340,000 compounds, 0.53% hits; activation, % at 2 µM;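 active = activation over 3 SD above normal in the single-dose calcium agonist read, cut at about 30% in these data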; note: 0% is about no effect
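In this primary screen, compounds producing a positive calcium signal within 180 s of addition to tetracycline-induced, force-coupled HEK293 Trex D2 cells are flagged; cells are dye-loaded with a no-wash calcium kit beforehand.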
ERG-DNA inh – ERG Ets/DNA interaction inhibition | P11308 | fluorescence polarization, His-ERG Ets domain / labelled DNA | Potency, µM (doses to about 76.9 µM), without a hit: at the highest dose FP activity, negative = inhibition, actives largely listed as inhibitors | 370,000 compounds, 0.028% hits; active = well fitted inhibition curve with a large enough effect in the polarisation, with a control signal flat; inconclusive = small, poorly fitted or top-dose-only effect, or effect the other way, or a change in a side signal; inactive = no such curve, though single readings can be large or run the other way; the % refers to the polarisation;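 note: polarization taken with two DNA probes labelled with fluorescein and Texas red; potency is the fitted concentration of half-maximal effect; % of control where 0% means no effect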
Target sequence (P11308 whole entry, looked up, the tested form may be a part): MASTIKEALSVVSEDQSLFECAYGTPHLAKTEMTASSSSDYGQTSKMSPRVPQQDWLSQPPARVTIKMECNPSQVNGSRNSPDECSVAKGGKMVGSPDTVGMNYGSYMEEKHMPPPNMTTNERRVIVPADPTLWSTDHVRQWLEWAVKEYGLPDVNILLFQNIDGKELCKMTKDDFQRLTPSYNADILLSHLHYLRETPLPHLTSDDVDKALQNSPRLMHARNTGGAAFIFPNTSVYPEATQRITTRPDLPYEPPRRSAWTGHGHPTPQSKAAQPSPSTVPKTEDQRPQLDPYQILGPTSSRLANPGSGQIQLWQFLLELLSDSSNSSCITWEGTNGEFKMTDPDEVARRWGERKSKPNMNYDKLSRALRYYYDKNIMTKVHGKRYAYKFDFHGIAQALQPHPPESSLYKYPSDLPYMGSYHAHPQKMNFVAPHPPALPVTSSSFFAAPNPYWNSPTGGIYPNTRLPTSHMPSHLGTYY
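His-tagged ERG Ets domain (1 uM in the protein solution; 300mM KCl, 50mM Tris-HCl, 1mM EDTA, 1mM DTT, pH 7.5) received compound, then a probe mix of 5 nM fluorescein-DNA and 100nM Texas-615-DNA. Fluorescence polarization was read for both dyes.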
Starred values were filed as active, the others as inactive; ? = inconclusive; . = no result given; & = joins results of further samples; [ ] = remark or other dose. Unless noted, calls come from the whole dose curve; as a rule, active = well fitted curve in the direction sought with a large enough effect; inconclusive = small, poorly fitted or top-dose-only effect, or another doubt; inactive = no such curve, though single readings can be large; an effect the other way counts as inactive or inconclusive. Not all compounds are listed; rates above refer to the full screens.

SMILES | Vif-APOBEC3F blk | Glioma ERSR ind | Vif-A3G inh | 12-LOX inh | RGS4 inhibitor | LDHA block | D2 antagonist | D2 ag | ERG-DNA inh
CCNc1nc(SCC(N)=O)nc2sc3c(c12)CCN(C)C3 | -3% | -3% | -4% | ? | -18% | 6 | 10 | -1.1 | 33%[activator]
CN(C)c1cccc2c(S(=O)(=O)NC(=O)[C@H]3O[C@@H](n4cnc5c(N)ncnc54)[C@H](O)[C@@H]3O)cccc12 | . | -2% | -2% | -51% | . | 2 | . | . | .
CCc1ccc(CNc2ccc3c(c2)ncn3C)cc1 | -2% | 5% | -1% | -20% | 9% | 23 | 5 | -0.2 | -3%
COc1ccc(OC)c(NC(=S)NCc2ccco2)c1 | -1% | -1% | -6% | 0% | 7% | 1 | . | . | 1%
COc1ccc(C)cc1NC(=O)Cn1nc(N2CCN(c3ccccc3OC)CC2)ccc1=O | -4% | -3% | -5% | -25% | 3% | -6 | . | -0.6 | -2%
Cc1ccc(C)c(NC(=O)N2CCN(C)c3ncccc32)c1 | 1% | 1% | 1% | -7% | 20% | 14 | . | . | 4%
COC(=O)C1=C(N)c2c(F)cccc2C1(C#N)c1ccccc1 (configuration not stated) | 1% | 2% | 0% | -24% | 5% | -4 | 7 | -0.7 | 2%
Cc1cccc(NC(=O)c2cc3c([nH]c4ccccc43)c(C)n2)c1C | 4% | -9% | -1% | 10% | -19% | -5 | 16 | 0.0 | -19%
Cc1cccc(OCc2ccc(C(=O)N3CCOCC3)o2)c1 | 6% | -3% | -2% | 2% | -20% | -1 | -1 | -2.8 | ?
CCOC(=O)c1nc2cc3n(c(C)c-2c1C)C(C)C(CC)=C3C (configuration not stated) | -25% | -4% | 4% | -3% | 8%[11.4 µM] | 6 | . | . | -6%
COc1ccccc1OCC(=O)NNC(=O)Nc1ccc(Cl)cc1 | 0% | -5% | ? | 29% | -1% | -6 | -18 | -0.3 | -1%[15.4 µM]
CCOC(=O)N1CCN(C(=O)c2cn(CC)c3ccc(S(=O)(=O)N4CCC(C)CC4)cc3c2=O)CC1 | -6% | -3% | 5% | -6% | 22% | -4 | 10 | -1.0 | 10%
CC1(C)S[C@@H]2[C@H](NC(=O)COc3ccccc3)C(=O)N2C1C(=O)OCc1ccccc1 (some centres not stated) | -7% | -1%&-4% | 3%&0% | -17% | 39% | -4 | . | . | -1%
CCn1cc(/C=N/O)c(C)n1 | . | -2% | 1% | 11% | -16% | -6 | 14 | 1.0 | -3%
CNS(=O)(=O)c1cccc(C(=O)NC2CCCc3ccccc32)c1 (configuration not stated) | 9% | 2% | -2% | 6% | -18% | -7 | -18 | 0.4 | 21%
COCCNC(=O)C(=O)NNC(=O)CCc1ccccc1 | 2% | -5% | 4% | -6% | -6% | -2 | 18 | -0.6 | -14%
C[C@H]1Cn2cnc(C(=O)N[C@@H](Cc3c[nH]c4ccccc34)C(=O)OC(C)(C)C)c2C(=O)N1 | 13% | 4% | -4% | 9% | . | -5 | . | . | .
CC1=C(C)CC(C(=O)NCCCN2CCCC2=O)C(C(=O)O)C1 (configuration not stated) | -1% | -4% | 5% | -2% | 1% | -6 | 3 | -0.1 | -7%
CCOC(=O)Cc1csc(NC(=S)NC(=O)c2ccc(Cl)cc2)n1 | 1% | -14% | -5% | -22% | 1% | -3 | -5 | 6.4 | -6%
Cc1ccc2[nH]c(=O)c(CNC(C)(C)C)cc2c1 | -23% | 3% | 0% | 4% | -8% | -2 | . | . | 7%
CCn1c(SCC(=O)Nc2nc3c(s2)CCCC3)nnc1-c1ccccc1 | 1% | -1% | -6% | -17% | -24% | 2 | -14 | 0.0 | 4%
CCNC(=S)NNC(=O)c1ccccc1Cl | 0% | -1% | -1% | 19% | -28% | ? | 8 | 0.2 | .
O=C(CSc1ccc([N+](=O)[O-])cc1)Nc1ccccc1N1CCOCC1 | -1% | -3% | 10% | 249%[activator] | -31% | 0 | . | . | 6%
O=C(COc1ccccc1Cl)Nc1ccc2c(c1)OCCO2 | -9% | -2% | 0% | 0% | -3% | -3 | -10 | 0.1 | 3%
O=C(NCCC1CCCCN1S(=O)(=O)c1cccs1)C(=O)NCc1ccccc1 (configuration not stated) | -6% | 0% | ? | -28% | -17% | -1 | -4 | -0.4 | .

(next part)
SMILES | Vif-APOBEC3F blk | Glioma ERSR ind | Vif-A3G inh | 12-LOX inh | RGS4 inhibitor | LDHA block | D2 antagonist | D2 ag | ERG-DNA inh
CCOC(=O)c1ccc(S(=O)(=O)N2CCN(c3ccccn3)CC2)cc1 | ? | -1% | -2% | -22% | -4% | -2 | 0 | -0.7 | 5%
CCCc1c(C(=O)N/N=C/c2ccccc2OCc2ccc(F)cc2)nnn1-c1nonc1N | 4% | -1% | 1% | -21% | 1% | -9 | -2 | -0.2 | 18%
Cc1cccc(C)c1NC(=O)N1CCN(c2nc3ccccc3s2)CC1 | -5% | -4% | 1% | -39% | 22% | 1 | 0 | -0.9 | -8%
CC1=CC(C)(C)N2C(=O)C3(NCCc4c3[nH]c3ccccc43)c3cccc1c32 (configuration not stated) | 2% | 1% | 2% | -1% | -4% | -3 | 0 | -0.1 | 10%
CC(C)CC(=O)N1CCN(c2ccc(NC(=O)c3ccco3)cc2)CC1 | 3% | 1% | -4% | 17% | -28% | 2 | -1 | 0.2 | -3%
CC(=O)N1CCN(C2=NC(=O)C(=C3CCCCC3)S2)CC1 | -6% | 5% | 1% | -1% | -23%[11.4 µM] | 1 | -2 | 0.4 | 0%
O=C(CCc1ccccc1)Nc1ccc(NC(=O)C2CC2)nc1 | -9% | -2% | -1% | 0% | 9% | -4 | 4 | -0.4 | 8%
CCc1noc(C)c1C(=O)N1CCN(S(=O)(=O)c2ccc(C(C)=O)cc2)CC1 | 11% | -4% | 4% | ? | -5% | -4 | 5 | 0.4 | 1%
Cc1ccccc1NC(=O)Cc1nc(COC(=O)c2cccc(O)c2)cs1 | -4% | -1% | 1% | ? | 0% | -1 | -20 | 0.5 | -10%
COc1ccc(-c2cc(-c3ccc(F)cc3)nc3c2COc2ccc(F)cc2-3)cc1 | -6% | 2% | 0% | -22% | 3% | 0 | . | . | 5%
Cc1nc2cc(C(=O)OCC(=O)Nc3ccc(C#N)cc3)ccc2n1-c1ccccc1 | -9% | -1% | -1% | -14% | 6% | 1 | -2 | -0.9 | 8%
CCc1ccc(NC(=S)NCc2ccccc2)cc1 | -11% | -6% | -1% | 245%[activator] | -6% | -10 | 18 | 0.5 | -17%
CCOc1ccccc1N1CC(C(=O)Nc2cc(Cl)ccc2C)CC1=O (configuration not stated) | 0% | -6% | -4% | -20% | -3% | -1 | -10 | 0.8 | -4%
COc1cc2c(cc1OC)CN(C1CCC(C(C)(C)C)CC1)CC2 (configuration not stated) | 14% | 2% | 0% | 0% | -33%[56.9 µM] | 1 | . | . | 2%
CCC(C)(C)C1CCC2(CC1)NC(CO)(CO)CO2 (configuration not stated) | 1% | 0% | 0% | 135%[activator] | 12% | -3 | -1 | 1.4 | -6%
CCCOc1ccccc1NC(=O)c1ccc([N+](=O)[O-])cc1 | -12% | -4% | -2% | -5% | -28% | -9 | -6 | 0.5 | 9%
O=[N+]([O-])c1ccc2c(c1Nc1ccccc1Cl)=NC1(CCCCC1)N=2 | 0% | -6% | 0% | 8% | -13% | -4 | 8 | -0.4 | 3%
O=C(CCC1CCN(C(=O)c2cc(C(F)(F)F)ccc2Cl)CC1)NC1CC1 | 4% | -4% | -8% | 14% | -10% | -5 | 2 | 0.1 | 0%
CC(=O)NCCC(=O)Nc1nc(-c2ccc3c(c2)OCCO3)cs1 | -1% | -2% | 0% | -3% | -24% | 0 | -21 | 0.4 | 5%
Fc1ccccc1NC(=S)Nc1cccnc1 | 1% | -3% | 0% | -19% | -24% | 1 | -1 | 0.6 | 3%[15.4 µM]
COC(=O)c1c(NC(=O)C2c3ccccc3Oc3ccccc32)sc2c1CCC(C(C)(C)C)C2 (configuration not stated) | 1% | -4% | 2% | -19% | 3% | -6 | . | 1.0 | 1%
O=C(NCc1ccccn1)c1nc(Cn2ccc([N+](=O)[O-])n2)no1 | 9% | 3% | -6% | -15% | -21% | -3 | . | . | 5%
CN1CCN(C(=S)NC(=O)c2cccc(S(=O)(=O)N(C)C)c2)CC1 | 0% | -6% | 4% | -3% | -19% | -1 | 11 | 0.0 | 9%
CCOc1ncccc1C(=O)OCc1ccc(C(=O)OC)cc1 | -7% | 3% | ? | -22% | 24% | 0 | -10 | 2.1 | -12%
CN(CC(=O)N1CCCCC1)S(=O)(=O)c1cccc2nsnc12 | 1% | 2% | 2% | -1% | 46% | -3 | -3 | -1.0 | -4%
C[C@H](CO)N1C[C@H](C)[C@@H](CN(C)C(=O)Nc2ccc(C(F)(F)F)cc2)Oc2ccc(NS(=O)(=O)c3ccccc3)cc2C1=O | 5% | -4% | -12% | 0% | -20% | -2 | . | . | 3%
CCOC(=O)c1nsnc1NCCSC(=N)N | 1% | -1% | 1% | 45µM* | -27% | -2 | -13 | 2.4 | 2%
Cc1ccc(S(=O)(=O)N2CCN(C(=O)COC(=O)c3c(C)noc3C)CC2)c(C)c1 | -1% | -6% | -1% | -8% | -8% | 2 | -5 | -1.2 | 6%
COc1ccc(C)cc1-n1nnc(C(=O)Nc2cccc(SC)c2)c1C | -4% | 1% | 5% | -14% | 16% | -1 | . | 0.5 | 1%
